HPDE-C7 viability = HPDE-C7 pancreatic duct cell viability loss – fluorescence, HTS (AID 430); cytotoxicity, % at 10 µM; hits with a dose series show EC50 in µM; HPDE-C7 pancreatic duct cells viability, fluorescence; higher % means a stronger effect; hit rate 1.8% among 63,000;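 also: cells exposed to compound for 48 hours before viability readout; 0% = vehicle and 100% = reference cytotoxic drug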
LYP phosphatase = LYP phosphatase inhibitors, primary screen, biochemical, DiFMUP fluorescence, recombinant catalytic domain, 10 µM (AID 606). recombinant LYP catalytic domain, DiFMUP fluorescence; higher % means a stronger effect. inhibition, % at 10 µM; hits with a dose series show IC50 in µM. 52,000 tested, under 10 active;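 active = IC50 under 40 µM in the dose-response test; inactive = IC50 of 40 µM or more, or never dose-tested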
PMK inhibit = blocks S. pneumoniae phosphomevalonate kinase. purified PMK, PK/LDH-coupled NADH absorbance 340 nm. inhibition, % at 10 µM. hit rate 0.49% among 65,000. AID 539;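 active = top-ranked compounds by inhibition in the single 10 µM screen, taking a fixed number of the strongest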;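 also: 0% = full reaction with DMSO carrier and 100% = background rate without enzyme reaction; no value below 0 was filed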
HPDE-C7K KRASV12 = cytotoxicity in KRAS-transformed pancreatic duct cells, primary screen, cell-based, fluorescence, HTS (AID 431); HPDE-C7K KRASV12 cells, Alamar Blue viability, 48 h; higher % means a stronger effect; cytotoxicity, % at 10 µM, or EC50 in µM where a hit was titrated; hit rate 1.7% among 63,000;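 active = compounds whose percent cytotoxicity in the single-dose primary screen, scaled between solvent and toxic-drug controls, exceeds 50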;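 also: 0% = DMSO solvent wells and 100% = doxorubicin-treated wells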
Spn MK inh = S. pneumoniae mevalonate kinase inhibition | purified MK, PK/LDH-coupled NADH absorbance 340 nm | hit rate 0.48% among 65,000 | AID 555 | inhibition, % at 10 µM;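 active = ranked among the strongest by inhibition in the single 10 µM screen, a fixed top-ranked set picked for dose follow-up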; also: no value below 0 was filed
HT1080 viability = cytotoxicity in HT1080 fibrosarcoma cells, cell-based, fluorescence readout (AID 620). hit rate 0.42% among 87,000. cytotoxicity, % at 10 µM; hits with a dose series show EC50 in µM. HT1080 viability, fluorescence; higher % means a stronger effect;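 also: cells exposed to compound overnight then 4 h with Alamar Blue; 0% = vehicle DMSO and 100% = killing control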
TNAP inhibition = inhibition of tissue-nonspecific alkaline phosphatase – biochemical, luminescent (AID 518); purified TNAP enzyme, luminescent substrate readout; higher % means a stronger effect; one-dose inhibition, % at 20 µM; IC50 in µM for titrated hits; hit rate 0.09% among 64,000; in the data active = a potency from the dose series; inactive = the rest, 99 in 100 with inhibition below about 22%;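 also: plate controls were vehicle for no effect and reference inhibitor for full effect; many of its hits are not listed in these tables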
Spn DPM-DC inh = inhibitors of Streptococcus pneumoniae diphosphomevalonate decarboxylase; purified DPM-DC, PK/LDH coupled NADH fluorescence; calls only at 10 µM; hit rate 0.49% among 65,000;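 active = the 320 compounds with the highest percent inhibition in the single-dose primary screen, excluding strongly autofluorescent ones, cut at about 32% in these data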;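 also: kinetic rate of NADH fluorescence loss reporting ADP formed by the decarboxylase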
Bfl-1 displacement = Bfl-1 inhibitors, primary screen, biochemical, fluorescence polarization, FITC-Bid, mouse (AID 432); FITC-Bid BH3 peptide fluorescence polarization displacement; higher % means a stronger effect; displacement, % at 20 µM, or IC50 in µM where a hit was titrated; hit rate 0.02% among 64,000; in the data active = a potency from the dose series; inactive = the rest, 99 in 100 with displacement below about 15%; also: strong numbers were not always called active
PMK inhibit pilot replicates = further read-out of PMK inhibit, marked with its call; inhibition, %; measured here: pilot screen replicates
Spn MK inh pilot replicates = further read-out of Spn MK inh, marked with its call; inhibition, %; measured here: pilot screen replicates
Spn DPM-DC inh pilot screen % = further read-out of Spn DPM-DC inh, marked with its call; inhibition, %; measured here: pilot screen trials
Starred values were filed as active, the others as inactive; i = inactive; · = not tested or not shown. Rule as the data show it, unless noted: active = cytotoxicity above about 50%; inactive = the rest.

SMILES | HPDE-C7 viability | LYP phosphatase | PMK inhibit | HPDE-C7K KRASV12 | Spn MK inh | HT1080 viability | TNAP inhibition | Spn DPM-DC inh | Bfl-1 displacement | others
Cn1ncc(C#N)c1NC(=O)c1nn2cccnc2c1Cl | 11% | 5% | 9 | 0% | 10 | -6% | 12% | i | -4%
CC(C)CNS(=O)(=O)c1ccc(CCC(=O)N2CCOCC2)cc1 | 9% | -5% | 4 | 10% | 8 | 2% | 21% | i | -2% | PMK inhibit pilot replicates=1.5;Spn MK inh pilot replicates=0.0;Spn DPM-DC inh pilot screen %=0.0
CC1CCCCN1CCNC(=O)CC1Oc2ccccc2NC1=O (stereo not given) | -11% | 0% | 1 | -7% | 0 | 2% | 8% | i | -2%
COCCCNC(=O)C(C#N)c1nc2ccccc2nc1N1CCCC1 (stereo not given) | 3% | 1% | 0 | 3% | 0 | -7% | 7% | i | -4%
O=C(OCCOCCN=C1NS(=O)(=O)c2ccccc21)C1CC(=O)N(c2ccccc2)C1 (stereo not given) | -12% | 14% | 23 | -3% | 10 | 0% | 4% | i | 4%
COc1ccc(C(=O)NCc2nnc(SCC(=O)Nc3cc(C)cc(C)c3)o2)cc1OC | -2% | 11% | 6 | -2% | 4 | 1% | 6% | i | -7% | PMK inhibit pilot replicates=3.5;Spn MK inh pilot replicates=1.0;Spn DPM-DC inh pilot screen %=2.0
COC(=O)CC[C@@H](C(=O)O)N1C(=O)c2ccccc2C1=O | 3% | -3% | 12 | 12% | 0 | 14% | 1% | i | 0%
CCN1CCN(c2ncnc3c2nnn3Cc2ccccc2)CC1 | 10% | · | 10 | 12% | 0 | 25% | 8% | i | -2%
Clc1ccccc1-c1nn2c(COc3ccccc3)nnc2s1 | -4% | -7% | 0 | 1% | 0 | -6% | 6% | i | 5%
Cc1cc(C)n(-c2nc3ccccc3nc2N2CCN(C(=O)c3ccc(Cl)cc3)CC2)n1 | -4% | -10% | 6 | -4% | 9 | 6% | 10% | i | 7%
COc1ccc2cc(C(=O)N3CCCCCC3)sc(=O)c2c1OC | 7% | · | 10 | 4% | 0 | 14% | 10% | i | -2%
C/C(N)=C(/C#N)C(=O)CSc1nnc(SCc2ccc(Cl)cc2)s1 | 0% | 11% | 4 | -4% | 4 | 9% | 2% | i | -3%
Cc1[nH]nc2c1C1(C(=O)N(Cc3ccc(Cl)cc3)c3ccccc31)C(C#N)=C(N)O2 (stereo not given) | 17% | 1% | 16 | 22% | 3 | -2% | 5% | i | 7% | PMK inhibit pilot replicates=3.0;Spn MK inh pilot replicates=4.5;Spn DPM-DC inh pilot screen %=5.5
CCOc1ccc(OC(=O)c2cccnc2)cc1 | 4% | 4% | 8 | 10% | 6 | -15% | 3% | i | -3%
O=C(CN1C(=O)c2ccccc2S1(=O)=O)NC1CCCCCC1 | -2% | 3% | 3 | 1% | 7 | -3% | 6% | i | 0%
CCSc1nc(N2CCOCC2)c2ccccc2n1 | · | 16% | 15 | · | 4 | -8% | 12% | i | -6%
COC(=O)c1ccc(CSc2nc3ccccc3c(=O)n2Cc2ccco2)o1 | -2% | -1% | 0 | 8% | 7 | -3% | 10% | i | -4% | PMK inhibit pilot replicates=5.5;Spn MK inh pilot replicates=4.5;Spn DPM-DC inh pilot screen %=2.5
O=C(NC1C=CS(=O)(=O)C1)c1sc2ccccc2c1Cl (stereo not given) | 38% | 3% | 7 | 34% | 3 | 11% | 4% | i | -1%
CCOC(=O)c1cc2sc(C)cc2n1CC(=O)Nc1ccc2c(c1)OCCO2 | -16% | 11% | 6 | -32% | 8 | -10% | -7% | i | 7%
Cc1ccc(-n2nnc3c(=O)n(CC(=O)N4CCC(C)CC4)cnc32)cc1 | -19% | · | 7 | -11% | 9 | 1% | 2% | i | 11%
COc1cc(OC)cc(C(=O)N2CCN(Cc3ccccc3C(F)(F)F)CC2)c1 | -7% | · | 0 | 0% | 50* | -3% | 4% | i | 1%
CCCCCSc1nc(N2CCOCC2)c2c(c1C#N)CC(C)(C)OC2 | 2% | 5% | 2 | -14% | 4 | -3% | 12% | i | -3%
CCN(CC)S(=O)(=O)c1ccc(NCc2ccccc2)nc1 | -3% | -36% | 9 | 4% | 6 | -2% | 1% | i | -6%
CC(=O)OCCn1c(Br)nc2c1c(=O)[nH]c(=O)n2C | · | -1% | 4 | · | 2 | 4% | 8% | i | 1%
COc1ccc(N2C(=O)C3CC(C)=C(C)CC3C2=O)c(OC)c1 (stereo not given) | -5% | 6% | 8 | 7% | 13 | · | 4% | i | -1%
CN1C(=O)CS(=O)c2ccc(C(=O)NCCC3=CCCCC3)cc21 (stereo not given) | 5% | -8% | 0 | -6% | 7 | 0% | 2% | i | -9%
O=C1CC(c2ccc(F)cc2)CC(O)=C1C=NCCN1CCN(C(=O)Nc2ccccc2)CC1 (stereo not given) | -12% | 14% | 9 | -15% | 7 | 28% | -6% | i | -20%
COc1ccccc1N1CCN(Cc2ccco2)CC1 | -26% | · | 7 | -19% | 7 | -3% | 9% | i | -8%
CCCCOc1ccc(CSc2nncn2N)cc1 | -7% | 13% | 6 | -9% | 5 | 1% | 10% | i | 3%
Cc1[nH]c2ccccc2c1CCC(N)=O | 9% | · | 9 | 2% | 7 | -5% | 13% | i | 6%
CCOC(=O)/C=C/S(=O)(=O)c1ccc(NC(C)=O)cc1 | 8.9µM* | 15% | 9 | 10µM* | 2 | 10% | -6% | i | -2%
Nc1nnc(N2CCCCC2)s1 | -3% | -11% | 5 | -11% | 0 | 0% | 8% | i | -7%
CN(C)/C=C1\N=C(c2cccs2)OC1=O | 14% | -8% | 0 | 20% | 4 | -7% | 13% | i | -6%
COc1ccccc1-c1nnc(SCC(=O)NCc2c(C)c(Cl)cc(C(C)C)c2O)o1 | 10µM* | 2% | 2 | 12µM* | 2 | 6% | 15% | i | 3%
CCOC(=O)CCCCC(=O)c1[nH]c(=O)[nH]c1CSc1nc(C)cc(C)n1 | -18% | · | 2 | -20% | 7 | -5% | 2% | i | 4%
CCOCCc1nnc(NC(=O)c2cccc(F)c2)s1 | -6% | · | 14 | 2% | 8 | 9% | 4% | i | -10%
Cc1ccc(-c2cc(-c3ccc4c(c3)OCO4)c(C#N)c(N)n2)o1 | 30% | 0% | 16 | 44% | 13 | -11% | 16% | · | -6%
O=C(Nc1cccc(NC(=O)c2ccc(-c3cccc(Br)c3)o2)c1)c1ccco1 | 63%* | -1% | 6 | 66%* | 7 | -1% | 14% | i | 2%
Cn1c(SCC(=O)NCc2ccc3c(c2)OCO3)nnc1C1COc2ccccc2O1 (stereo not given) | -9% | 1% | 15 | -19% | 10 | 1% | 14% | i | -5%
CCOC(=O)N1CCN(c2cc(=O)n(-c3cccc(Br)c3)c(=O)[nH]2)CC1 | 6% | 17% | 12 | 10% | 1 | 2% | 17% | i | -3% | PMK inhibit pilot replicates=0.0;Spn MK inh pilot replicates=3.5;Spn DPM-DC inh pilot screen %=2.0

Brought forward from above: two entries, followed by the next part.
SMILES | HPDE-C7 viability | LYP phosphatase | PMK inhibit | HPDE-C7K KRASV12 | Spn MK inh | HT1080 viability | TNAP inhibition | Spn DPM-DC inh | Bfl-1 displacement | others
Cn1c(SCC(=O)NCc2ccc3c(c2)OCO3)nnc1C1COc2ccccc2O1 (stereo not given) | -9% | 1% | 15 | -19% | 10 | 1% | 14% | i | -5%
CCOC(=O)N1CCN(c2cc(=O)n(-c3cccc(Br)c3)c(=O)[nH]2)CC1 | 6% | 17% | 12 | 10% | 1 | 2% | 17% | i | -3% | PMK inhibit pilot replicates=0.0;Spn MK inh pilot replicates=3.5;Spn DPM-DC inh pilot screen %=2.0
CN(c1ccccc1C(=O)Nc1cccnc1)S(C)(=O)=O | -1% | 6% | 4 | -3% | 5 | -1% | 2% | i | -6%
Cc1ccc(C)c(CSc2nnc(-c3ccccn3)n2N)c1 | 4% | · | 10 | -14% | 13 | -2% | 9% | i | -7%
OC1(c2ccc(F)cc2)CCN(Cc2nnnn2Cc2cccs2)CC1 | 7% | 0% | 14 | 9% | 2 | -18% | 6% | i | 1%
Cc1ccc(C(=O)OCC(=O)N2CC(=O)Nc3ccccc32)s1 | -7% | 10% | 10 | -6% | 0 | -7% | 9% | i | 0%
COC(=O)c1ccc2c(=O)n(C3CCCCC3)c(SCC#N)nc2c1 | 6% | 4% | 8 | 2% | 20 | -1% | 7% | i | -6%
CCC(C)[C@@H](C(=O)Nc1ccc2c(c1)OCO2)N1Cc2ccccc2C1=O (stereo not given in full) | 3% | 0% | 6 | -3% | 1 | -12% | 16% | i | 0%
CCOc1ccc(NC(=O)C2CCN(S(=O)(=O)c3c(C)n[nH]c3C)CC2)cc1 | 1% | -5% | 13 | 0% | 0 | 33% | 17% | i | 0%
Cc1cc(C)c2cc(CN(Cc3cccs3)Cc3nnnn3CC3CCCO3)c(=O)[nH]c2c1 (stereo not given) | -4% | · | 4 | 1% | 1 | 4% | 7% | i | -4%
CCOc1ccc(C(=O)CCNC(Cc2cnc[nH]2)C(=O)O)cc1 (stereo not given) | -7% | -2% | 19 | -9% | 2 | 6% | 4% | i | -2%
COc1cc(CCC(=O)OCC(=O)Nc2ncc(Cl)cc2Cl)cc(OC)c1OC | -7% | 5% | 0 | -11% | 7 | 2% | 5% | i | -1%
Cc1cc(C)nc(NS(=O)(=O)c2ccc(NC(=O)c3ccco3)cc2)n1 | -17% | 8% | 7 | -13% | 10 | 2% | 8% | i | 0%
CC1CN(C(=O)c2cccc(C(=O)N3CC(C)OC(C)C3)c2)CC(C)O1 (stereo not given) | 5% | 4% | 19 | 1% | 4 | -4% | 10% | i | -8%
CCCCN(CCCC)CCNC(=O)Cc1nc2c(c(=O)[nH]c(=O)n2C)n1C | -14% | 1% | 6 | -4% | 13 | 8% | 4% | i | -3%
Cc1nn(Cc2ccccc2)c(N)c1C#N | -8% | 4% | 8 | -5% | 3 | -3% | 7% | i | -5%
CCc1ccc(N2CC34C=CC(O3)C(C(=O)OC)C4C2=O)cc1 (stereo not given) | 0% | -3% | 0 | -3% | 3 | 3% | 7% | i | -2% | PMK inhibit pilot replicates=0.0;Spn MK inh pilot replicates=0.0;Spn DPM-DC inh pilot screen %=0.5
O=C(NCCN1CCCCC1)/C(=N\O)c1ccccc1 | 8% | 10% | 12 | 3% | 0 | 11% | 11% | i | -2%
COc1ccc(S(=O)(=O)N(C)CC(=O)Nc2ccc3c(c2)OCO3)cc1OC | -8% | 4% | 6 | -6% | 10 | 6% | 5% | i | 1%
O=C(CSc1nnc(-c2cccnc2)n1Cc1ccco1)c1ccc(Cl)cc1 | -4% | · | 9 | -15% | 6 | -4% | 14% | i | -4%

In the list so far, 2 have two or more sulfur atoms.
SMILES | HPDE-C7 viability | LYP phosphatase | PMK inhibit | HPDE-C7K KRASV12 | Spn MK inh | HT1080 viability | TNAP inhibition | Spn DPM-DC inh | Bfl-1 displacement | others
C/C(N)=C(/C#N)C(=O)CSc1nnc(SCc2ccc(Cl)cc2)s1 | 0% | 11% | 4 | -4% | 4 | 9% | 2% | i | -3%
O=C(NC1C=CS(=O)(=O)C1)c1sc2ccccc2c1Cl (stereo not given) | 38% | 3% | 7 | 34% | 3 | 11% | 4% | i | -1%

Assay outcomes as filed in PubChem BioAssay.
